Screens: PubChem BioAssay, National Center for Advancing Translational Sciences (NCATS)
Tau fluor counter – Counterscreen qHTS for Inhibitors of Tau Fibril Formation, Fluorescence Polarization; tau K18 P301L (four-repeat tau fragment) Alexa594 fluorescence, heparin fibrillization; Potency, µM (top dose mostly 57.7 µM), inactives show at the top dose activity change, negative = decrease; 0.93% of 280,000 active; AID 1463, 2008; also: % is scaled to controls: 0 for no effect and ±100 for the full control effect; nearly all actives have a fitted effect of over 55% in size
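Human K18 P301L tau (15 uM unlabeled plus 0.24 uM Alexa 594-labeled, final) in 100 mM sodium acetate pH 7 was mixed with compound and 20 uM heparin and incubated 6 hr at 37 C.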
Epigenetic reg – Quantitative High-Throughput Screen for Regulators of Epigenetic Control; murine LDR cells, GFP reporter derepression, 30 h; Potency, µM (highest dose often 53.9 µM), without a hit: at the highest dose GFP activation, most hits filed as activators; 0.2% of 280,000 active; AID 1865, 2009; also: % of control where 0% means no effect; nearly all actives have a fitted effect of over 60% in size
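Murine LDR cells carrying a silenced, genomically integrated CMV-driven GFP reporter were exposed to compound for 30 hours at 37 C. After PBS washes, GFP-positive cells (20–120 um objects) were counted by laser-scanning microplate cytometry.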
GAA glycogen – qHTS Assay for Inhibitors and Activators of Human alpha-Glucosidase Cleavage of Glycogen | AID 2100, 2009 | Lysosomal alpha-glucosidase (Homo sapiens), P10253 | Potency, µM (titrated, usually from 76.4 µM), for the others: at the top dose activity change, negative = inhibition, most hits filed as inhibitors | 0.38% of 300,000 active | recombinant GAA, glycogen substrate, Amplex Red glucose oxidase fluorescence;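 also: 0% = full enzyme reaction and -100% = no-enzyme basal signal; the screen sought inhibitors and activators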
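Recombinant human alpha-glucosidase (4 nM final) hydrolysed bovine liver glycogen (30 ug) for 40 min at 37 C in pH 5.0 citrate/phosphate with 0.01% Tween-20. Released glucose detected by glucose oxidase/Amplex Red, Ex 573/Em 610 nm. Compounds up to 77 uM; AC50 from Hill fits.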
An asterisk follows results filed as active; [ ] = remark or other dose. Calls follow the shape of the dose curve; as a rule, active = well fitted curve in the direction sought with a large enough effect; inconclusive = small, poorly fitted or top-dose-only effect, or another doubt; inactive = no such curve, though single readings can be large; an effect the other way counts as inactive or inconclusive. Potency is read from the fitted curve at half-maximal effect.

For Cc1cc(C)cc(OCC(=O)Nc2ccc(Cl)cc2C(=O)c2ccccc2)c1 the results were Tau fluor counter -8%, Epigenetic reg -0.8% and GAA glycogen 14%[76.3 µM].
`CCOc1ccc(CNC(=O)c2cccc(Nc3nc4ccccc4n4nnnc34)c2)cc1OC` gave Tau fluor counter -28%, Epigenetic reg 20µM* and GAA glycogen 10%[76.3 µM].
For Cc1oc2ccc(O)c(CN3CCCCCC3)c2c1C(=O)Nc1cccc(Cl)c1C the results were Tau fluor counter -3%, Epigenetic reg inconclusive and GAA glycogen -9%[76.3 µM].
Screening CCOc1ccc(N(C(C)C(=O)Nc2cc(Cl)ccc2OC)S(C)(=O)=O)cc1 (centres undefined) returned Tau fluor counter inconclusive, Epigenetic reg 2.9% and GAA glycogen -19%[76.3 µM].
Screening COc1ccc2oc(=O)c(C(=O)NCCc3c(C)[nH]c4ccc(F)cc34)cc2c1 returned Tau fluor counter 7.9µM*[quencher], Epigenetic reg -1.1% and GAA glycogen 8%[76.3 µM].
`Cc1ccc(NC(=O)N(Cc2ccc3c(c2)OCO3)C2CCN(Cc3ccccc3)CC2)cc1C` gave Tau fluor counter -9%, Epigenetic reg 0.0% and GAA glycogen -18%[76.3 µM].
`Cc1ccccc1-n1c(/C=C/c2c(C)[nH]c3ccccc23)nc2ccccc2c1=O` gave Tau fluor counter 4µM*[quencher], Epigenetic reg inconclusive and GAA glycogen -9%[76.3 µM].
`Cc1ccc(NC(=O)Nc2cc3c(cc2N2CCCCC2)n(C)c(=O)n3C)cc1Cl` gave Tau fluor counter inconclusive, Epigenetic reg 2.4% and GAA glycogen -19%[76.3 µM].
`Cc1ccc(-n2nc(C)c3c2NC(=O)CSC3c2ccc(O)cc2)cc1Cl` (centres undefined) gave Tau fluor counter -18%, Epigenetic reg 8.8% and GAA glycogen inconclusive.
COc1ccc(OC)c(CCNCc2c(C(=O)O)c(C)n(Cc3ccc(F)cc3Cl)c2C)c1 was read as Tau fluor counter -7%, Epigenetic reg -3.2% and GAA glycogen -6%[76.3 µM].
Screening O=C(Nc1ccc(Br)cc1C(=O)c1ccccc1Cl)c1ccccc1F returned Tau fluor counter -16%, Epigenetic reg 0.3% and GAA glycogen -5%[76.3 µM].
O=C(COc1ccccc1Cl)N1CCN(CCc2ccccn2)CC1 was read as Tau fluor counter -10%, Epigenetic reg -1.6% and GAA glycogen 2%[76.3 µM].
For CCOc1ccc(NC(=O)Cn2cc(C(=O)c3ccccc3)c3ccccc32)cc1 the results were Tau fluor counter -26%, Epigenetic reg -0.1% and GAA glycogen -6%[76.3 µM].
`Cn1c(=O)n(C)c2cc(CNCCc3ccc(F)cc3)ccc21` gave Tau fluor counter 2%, Epigenetic reg -2.4% and GAA glycogen 8%[76.3 µM].
`CCc1ccc(-n2c(=O)c3sc4ccccc4c3n(CC(=O)NC3CCCC3)c2=O)cc1` gave Tau fluor counter -16%, Epigenetic reg inconclusive and GAA glycogen -6%[76.3 µM].
For COc1ccc(OC)c(NC(=O)Cn2cc(C(=O)c3ccccc3F)c3ccccc32)c1 the results were Tau fluor counter inconclusive, Epigenetic reg 1.9% and GAA glycogen -9%[76.3 µM].
COc1ccc(C2CC(=O)Oc3c2c(=O)oc2ccccc32)c(OC)c1OC (centres undefined) was read as Tau fluor counter -15%, Epigenetic reg -1.1% and GAA glycogen -8%[76.3 µM].
`COc1ccccc1C1Nc2ccccc2-n2c(-c3ccccc3)c3c(=O)n(C)c(=O)n(C)c3c21` (centres undefined) gave Tau fluor counter -11%, Epigenetic reg inconclusive and GAA glycogen -18%[76.3 µM].
`CCCCOc1ccc(C(=O)N2CC(=O)Nc3ccc(Br)cc3C2c2ccc(F)cc2)cc1` (centres undefined) gave Tau fluor counter inconclusive, Epigenetic reg -1.0% and GAA glycogen -16%[76.3 µM].
Cc1ccc(NC(=O)CN2C(=O)CN=C(c3ccccc3)c3ccccc32)c(C)c1 was read as Tau fluor counter -16%, Epigenetic reg -0.8% and GAA glycogen 13%[76.3 µM].
`CCOC(=O)c1cnc2c(ccc3ccccc32)c1Nc1ccc(N(C)C)cc1` gave Tau fluor counter inconclusive, Epigenetic reg -0.1% and GAA glycogen inconclusive.
For Cc1ccccc1-n1nc(C)c2c1NC(=O)CSC2c1ccccc1C(F)(F)F (centres undefined) the results were Tau fluor counter -12%, Epigenetic reg -0.7% and GAA glycogen -6%[76.3 µM].
Screening O=C1CC(c2ccc(F)cc2)c2c(c3ccccc3oc2=O)O1 (centres undefined) returned Tau fluor counter -8%, Epigenetic reg 1.1% and GAA glycogen -14%[76.3 µM].
Cc1ccc(NC(=O)C2CCN(C(=O)c3cnn(-c4ccccc4)c3-n3cccc3)CC2)cc1Cl was read as Tau fluor counter inconclusive, Epigenetic reg -3.4% and GAA glycogen -14%[76.3 µM].
Cc1cccc(NC(=O)Cn2cc(C(=O)c3ccccc3)c3ccccc32)c1 was read as Tau fluor counter inconclusive, Epigenetic reg 3.8% and GAA glycogen -15%[76.3 µM].
CCc1ccc(OCC(=O)N2CCN(CCc3ccncc3)CC2)cc1 was read as Tau fluor counter -7%, Epigenetic reg -0.8% and GAA glycogen -4%[76.3 µM].
For N#Cc1cc2c(nc1SCC(=O)Nc1ccc(C(F)(F)F)cc1)C1CCN2CC1 the results were Tau fluor counter inconclusive, Epigenetic reg 1.1% and GAA glycogen -11%[76.3 µM].
Screening Cc1ccc(OCC(=O)N2CCN(CCc3ccncc3)CC2)cc1 returned Tau fluor counter -1%, Epigenetic reg -3.2% and GAA glycogen 5%[76.3 µM].
For Cc1cc(OCC(=O)N2CCN(CCc3ccccn3)CC2)cc(C)c1Cl the results were Tau fluor counter -7%, Epigenetic reg -3.2% and GAA glycogen 15%[76.3 µM].
`O=C(COc1ccc(Cl)cc1)Nc1ccc(Cl)cc1C(=O)c1ccccc1` gave Tau fluor counter -26%, Epigenetic reg -0.8% and GAA glycogen 9%[76.3 µM].
`Cc1oc(-c2ccc(Cl)cc2)nc1CN1C(=O)CN=C(c2ccccc2)c2ccccc21` gave Tau fluor counter -4%, Epigenetic reg -3.9% and GAA glycogen 12%[76.3 µM].
`COc1ccc(Nc2c(-c3cc(Br)ccc3O)nc3ncccn23)cc1OC` gave Tau fluor counter 8.9µM*[quencher], Epigenetic reg 6.6% and GAA glycogen -19%[76.3 µM].
Cc1oc(-c2cccc(Cl)c2)nc1CN1CCC(C(=O)NCCCN2CCN(c3cccc(Cl)c3)CC2)CC1 was read as Tau fluor counter inconclusive, Epigenetic reg -1.1% and GAA glycogen -4%[76.3 µM].
Screening O=C(COc1cc(Cl)ccc1Cl)Nc1ccc(Cl)cc1C(=O)c1ccccc1 returned Tau fluor counter -5%, Epigenetic reg -1.6% and GAA glycogen 8%[76.3 µM].
`CCCCC12CN3CC(C)(CN(C1)C3c1ccccn1)C2=O` (centres undefined) gave Tau fluor counter -13%, Epigenetic reg -1.9% and GAA glycogen 2%[76.3 µM].
For COc1ccc(CCNc2nc3c(c(=O)n(C)c(=O)n3C)n2Cc2ccc(F)cc2)cc1OC the results were Tau fluor counter inconclusive, Epigenetic reg 0.0% and GAA glycogen -11%[76.3 µM].
`CCOc1ccc(CN(CCc2ccc3c(c2)OCO3)Cc2cc(OC)ccc2O)cc1` gave Tau fluor counter inconclusive, Epigenetic reg 2.8% and GAA glycogen inconclusive.
Screening CC(C)c1ccc(NC(=O)C2CCN(S(=O)(=O)c3ccc(Br)s3)CC2)cc1 returned Tau fluor counter inconclusive, Epigenetic reg 8.7% and GAA glycogen 7%[76.3 µM].
CCOC(=O)c1oc2ccc(S(=O)(=O)n3nc(-c4ccc(Br)cc4)cc3N)cc2c1C was read as Tau fluor counter inconclusive, Epigenetic reg -0.3% and GAA glycogen -10%[76.3 µM].
Screening CCOc1ccc(NCc2cccn2-c2nnc(N3CCC(C(=O)NCC(C)c4ccccc4)CC3)s2)cc1 (centres undefined) returned Tau fluor counter inconclusive, Epigenetic reg 0.0% and GAA glycogen -30%[76.3 µM].
Cc1ccccc1-n1c(/C=C/c2ccccc2F)nc2ccccc2c1=O was read as Tau fluor counter -9%, Epigenetic reg -1.6% and GAA glycogen 8%[76.3 µM].
`COc1ccc(CCNCc2ccc3c(c2)n(C)c(=O)n3C)cc1` gave Tau fluor counter -7%, Epigenetic reg -3.2% and GAA glycogen 0%[76.3 µM].

As a working copy, some entries already given.
Screening CC(C)c1ccc(NC(=O)C2CCN(S(=O)(=O)c3ccc(Br)s3)CC2)cc1 returned Tau fluor counter inconclusive, Epigenetic reg 8.7% and GAA glycogen 7%[76.3 µM].
CCOC(=O)c1oc2ccc(S(=O)(=O)n3nc(-c4ccc(Br)cc4)cc3N)cc2c1C was read as Tau fluor counter inconclusive, Epigenetic reg -0.3% and GAA glycogen -10%[76.3 µM].
Screening CCOc1ccc(NCc2cccn2-c2nnc(N3CCC(C(=O)NCC(C)c4ccccc4)CC3)s2)cc1 (centres undefined) returned Tau fluor counter inconclusive, Epigenetic reg 0.0% and GAA glycogen -30%[76.3 µM].
Cc1ccccc1-n1c(/C=C/c2ccccc2F)nc2ccccc2c1=O was read as Tau fluor counter -9%, Epigenetic reg -1.6% and GAA glycogen 8%[76.3 µM].
`COc1ccc(CCNCc2ccc3c(c2)n(C)c(=O)n3C)cc1` gave Tau fluor counter -7%, Epigenetic reg -3.2% and GAA glycogen 0%[76.3 µM].

Some of the compounds tested; rates above refer to the full screens.
